Screening data (PubChem)
Mito fusion act: blocks mitochondrial division or promotes mitochondrial fusion; S. cerevisiae fusion-defective mutant growth rescue, CellTiterGlo 48 h; Potency, µM (top dose mostly 46.1 µM), inactives show top-dose growth rescue (activation), hits mostly activators; 320,000 compounds, 0.23% hits;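 also: potency is read from the fitted curve at half-maximal effect; % of control where 0% means no effect; nearly all actives have a fitted effect of over 45% in size; temperature-sensitive fusion mutants such as fzo1-1 at 37 °C on non-fermentable ethanol glycerol medium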
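Luminescent cell viability in 1536-well qHTS format served as the measure of rescued growth in ts fusion-mutant S. cerevisiae cultured on non-fermentable YPEG for 48 hours at 37C.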
Eya2 inh: blocks the phosphatase activity of human Eya2. O00167. recombinant Eya2, OMFP fluorescence dephosphorylation (OMFP is methylfluorescein phosphate). Potency, µM (titrated, usually from 76.9 µM), without a hit: at the top dose activity, negative = inhibition, most hits filed as inhibitors. 330,000 compounds, 0.006% hits. AID 488837; also: potency is read from the fitted curve at half-maximal effect; % is scaled to controls: 0 for no effect and ±100 for the full control effect
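Eya2 protein (added as 0.2 uM solution) was preincubated with compound for 10 min at ambient temperature in 50 mM HEPES pH 7.5, 50 mM NaCl, 5 uM MgCl2, 0.05% BSA, 1 mM DTT. OMFP (added at 50 uM) then reacted 10 min; fluorescence read at 485/525 nm.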
A-T KAP1 phos: potential ataxia-telangiectasia treatment. […] A-T fibroblasts, KAP-1 phosphorylation AlphaLISA; neocarzinostatin DNA damage 30 min before lysis. Potency, µM (series often up to 57.5 µM), for inactives: top-dose activation, usual class: activators. 320,000 compounds, 0.19% hits; also: potency is read from the fitted curve at half-maximal effect; % of control where 0% means no effect; nearly all actives have a fitted effect of over 45% in size
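ATM-like activity read as KAP-1 phosphorylation via AlphaLISA donor/acceptor antibody pairs after lysis and 6 hr at 25C. Cells were ATM-null patient fibroblasts ([…], hTERT), dosed 60 min, then exposed to the DSB inducer NCS for 30 min.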
USP2a inh: blocks human ubiquitin-specific protease USP2a | O75604 | Potency, µM (top dose mostly 38.3 µM), for the others: at the highest dose activity change, negative = inhibition, most hits filed as inhibitors | USP2 core, Ub-CHOP2 coupled fluorogenic reporter, 485/531 | 330,000 compounds, 0.01% hits;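 also: potency is read from the fitted curve at half-maximal effect; plate controls were DMSO wells for no effect and full inhibition by NEM control for full effect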
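Cell-free coupled assay: 10nM USP2 core preincubated 30min RT with compound in Tris-HCl pH 8.0/CaCl2/CHAPS buffer, then 25nM Ub-CHOP2 and 25nM reporter substrate; fluorescence (Ex 485/Em 531) read after 60min RT, normalized to NEM inhibition, concentration-response curves fitted.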
ELG1 repair inh: blocks ELG1-dependent DNA repair in HEK293T cells; HEK293T ELG1-luciferase reporter, luminescence, 16 h; DNA damage induced by 5-fluorouridine; 330,000 compounds, 2.3% hits; Potency, µM (highest dose often 46.1 µM), for the others: at the top dose activity change, negative = inhibition, most hits filed as inhibitors; also: potency is read from the fitted curve at half-maximal effect; % is scaled to controls: 0 for no effect and ±100 for the full control effect; nearly all actives have a fitted effect of over 55% in size
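In this reporter screen, reduction of luminescence relative to DMSO vehicle indicated activity. Compounds and 5-fluorouridine were added together to 2,000 cells per well, incubated for 16 hr at 37 °C, then developed with ONE-Glo.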
TRPV1 ag: activates the human vanilloid receptor TRPV1; 320,000 compounds, 0.19% hits; Q8NER1; TRPV1-expressing cells, Fluo-8 calcium influx, agonist mode; activation, % at 8.33 µM; AID 540275; in the data active = activation above about 80%; inconclusive = between about 30% and that limit; also: 0% is about no effect
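Fluo-8 calcium influx in TRPV1-expressing cells, kinetic read (ex 480/em 520 nm). Compound added and read 3 min for agonist activity, followed by capsaicin at EC20 final and 2 min further read for enhancement.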
KCNH2 WT inh: inhibitors of human wildtype KCNH2 potassium channel | Q12809 | U2OS, BacMam KCNH2, thallium flux FluxOr; stronger effect = lower value | activity change, % at 1.84 µM | 340,000 compounds, 0.37% hits | AID 720551;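 active = maximum activity change below -70%; inconclusive = maximum activity change between -70% and -50%; inactive = maximum activity change above -50%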; also: % is scaled to controls: 0 for no effect and ±100 for the full control effect
Target sequence (Q12809 whole entry, looked up): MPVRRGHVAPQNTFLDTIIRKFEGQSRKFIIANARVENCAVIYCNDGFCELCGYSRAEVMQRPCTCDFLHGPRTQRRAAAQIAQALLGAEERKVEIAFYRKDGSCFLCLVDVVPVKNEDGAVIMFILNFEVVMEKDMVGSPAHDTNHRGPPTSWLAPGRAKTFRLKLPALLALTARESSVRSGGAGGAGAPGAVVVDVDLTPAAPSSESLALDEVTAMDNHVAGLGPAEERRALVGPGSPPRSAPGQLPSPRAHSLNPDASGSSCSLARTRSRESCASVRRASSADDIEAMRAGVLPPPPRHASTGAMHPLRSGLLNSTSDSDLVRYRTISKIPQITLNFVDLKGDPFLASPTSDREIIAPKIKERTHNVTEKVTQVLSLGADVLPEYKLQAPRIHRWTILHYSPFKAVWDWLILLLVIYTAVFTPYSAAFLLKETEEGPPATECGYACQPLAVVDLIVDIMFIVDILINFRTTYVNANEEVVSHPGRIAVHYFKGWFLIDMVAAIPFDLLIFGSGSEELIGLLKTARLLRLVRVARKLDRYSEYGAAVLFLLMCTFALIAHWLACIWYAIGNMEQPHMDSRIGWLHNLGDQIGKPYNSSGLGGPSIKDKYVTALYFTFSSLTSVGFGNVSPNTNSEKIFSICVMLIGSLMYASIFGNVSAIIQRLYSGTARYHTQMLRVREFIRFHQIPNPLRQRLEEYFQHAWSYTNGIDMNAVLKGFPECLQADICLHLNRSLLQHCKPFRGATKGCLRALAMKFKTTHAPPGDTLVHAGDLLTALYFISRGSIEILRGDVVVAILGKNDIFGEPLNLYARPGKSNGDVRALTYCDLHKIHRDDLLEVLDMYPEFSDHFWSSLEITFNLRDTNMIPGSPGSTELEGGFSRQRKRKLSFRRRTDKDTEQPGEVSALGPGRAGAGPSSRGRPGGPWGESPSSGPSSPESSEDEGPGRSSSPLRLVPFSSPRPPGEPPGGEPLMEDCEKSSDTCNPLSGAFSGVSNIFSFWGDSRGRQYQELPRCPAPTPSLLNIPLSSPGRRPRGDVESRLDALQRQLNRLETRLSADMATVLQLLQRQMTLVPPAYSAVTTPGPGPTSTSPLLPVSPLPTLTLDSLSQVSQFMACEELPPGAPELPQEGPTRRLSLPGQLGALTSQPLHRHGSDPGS
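U2OS cells transduced with wild-type KCNH2 virus are loaded with FluxOr dye for 45 min, and thallium flux is measured in kinetic reads before and after stimulation buffer. Rate constants are normalized to DMSO controls.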
TCR activator: activates T cell receptor signaling; Potency, µM (series often up to 9.22 µM), for inactives: at the highest dose activation of IL-2 secretion, usual class: activators; 330,000 tested, under 10 active; primary human leukocytes, anti-CD3, IL-2 HTRF, 48 h; also: % of control where 0% means no effect
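IL-2 release read by HTRF sandwich (Eu cryptate donor, d2 acceptor, 665 nm emission) after 48 hr exposure of primary human leukocytes to compound together with anti-CD3 beads in the absence of co-stimulatory signals.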
TSHR antag: human thyrotropin receptor antagonism; TSHR-expressing cells, TSH-stimulated cAMP HTRF, 2 h; stronger effect = lower value; 330,000 compounds, 0.2% hits; AID 504810; activity change, negative = inhibition, % at 11.5 µM;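 active = activity change below a set negative limit, meaning inhibition stronger than a set level, cut at about -70% in these data; inconclusive = activity change between two set negative limits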; also: % is scaled to controls: 0 for no effect and ±100 for the full control effect
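TSHR-expressing cells, 200/well, pre-treated with compound, then stimulated with EC80 TSH (4nM final) for 2 hours at 37 deg C. cAMP measured by competitive HTRF: anti-cAMP cryptate antibody in lysis buffer plus cAMP-d2, read after 30 minutes at room temperature.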
KCNH2 3.1 block: blocks the human KCNH2 3.1 channel isoform. U2OS KCNH2 3.1, thallium flux FluxOr; stronger effect = lower value. activity change, % (tested at about 1.8 µM). 340,000 compounds, 0.95% hits;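 active = maximum activity change below -70%; inconclusive = maximum activity change from -70% to -50%; inactive = maximum activity change above -50%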;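 also: thallium influx rate constant from kinetic fluorescence after stimulation buffer; % is scaled to controls: 0 for no effect and ±100 for the full control effect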
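Steps: virus added to U2OS suspension (4 h, RT, dark); medium with 10% FBS added, cells plated, 37 C overnight; FluxOr/Red40 loading buffer 45 min RT; stimulation buffer, 2 min kinetic read; rate constant normalized.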
* hit, by the source's call; ? = inconclusive; · = not tested or not shown; [ ] = dose if it differs, or a comment. Unless noted, calls follow the shape of the dose curve; as a rule, active = well fitted curve in the direction sought with a large enough effect; inconclusive = small, poorly fitted or top-dose-only effect, or another doubt; inactive = no such curve, though single readings can be large; an effect the other way counts as inactive or inconclusive.

cpd	compound	KCNH2 3.1 block	Eya2 inh	USP2a inh	TCR activator	TSHR antag	Mito fusion act	A-T KAP1 phos	KCNH2 WT inh	ELG1 repair inh	TRPV1 ag
1	CCN(CC(=O)Nc1ccc(NC(C)=O)cc1)C(=O)CN1C(=O)NC2(CCCC2)C1=O	-9	-19%	0%	1%	-5	-3%	9%	4	5%	-2
2	COc1ccc(Cl)cc1C(=O)Nc1nc2ccc(S(C)(=O)=O)cc2s1	·	0%	1%	·	-5	3%	2%	·	?	0
3	CCOC(=O)Cn1c(=O)oc2cc(S(=O)(=O)Nc3ccc(N(CC)CC)cc3C)ccc21	8	-16%	2%	-1%	-29	3%	-5%	2	-6%	17
4	CCCC(=O)OC1CC(C)N(C(=O)c2ccccc2)c2ccc(C)cc21 (stereo not drawn)	0	-13%	2%	-1%[46.1 µM]	8	7%	·	4	?	2
5	CCCN(CCC)C(=O)C1CC(=O)OC12CCCCC2 (stereo not drawn)	-2	-19%	2%	4%	-6	-3%	3%	-12	6%	1
6	Cc1cc(C)cc(C(=O)NCCC(=O)NCc2cc(=O)n(C)c(=O)n2C)c1	36	-22%	1%	7%	0	-5%	2%	-17	15%	-1
7	CCNc1nc(Oc2ccc(C(=O)OC)cc2)nc(N2CCOCC2)n1	10	11%	-3%	11%	4	-4%	1%	0	-2%	0
8	Cc1cc(C)nc(NS(=O)(=O)c2ccc(NC(=O)c3ccc4c(c3)OCO4)cc2)n1	-5	10%	-1%	1%	2	-1%	17%	0	?	0
9	CCCN1CCN(C(=S)Nc2ccc3nc(N4CCN(CC)CC4)cc(C)c3c2)CC1	-3	13%	-1%	4%	3	0%	3%	2	-5%	0
10	Cc1nn(Cc2ccccc2Cl)c2sc(C(=O)OC3CCCC3=O)cc12 (stereo not drawn)	7	4%	-11%	8%	1	8%	·	-14	?	?
11	C#CCNC(=O)C1=C[C@@H](c2ccccc2)C[C@@H](OCc2ccc(CO)cc2)O1	-4	0%	5%	3%	4	2%	15%	3	7%	2
12	CCCC(=O)N(c1ccc(OCC)cc1)S(=O)(=O)c1ccc2c3c(cccc13)C(=O)N2C	-3	-8%	-1%	-1%	-4	-4%	1%	-9	11%	-1
13	O=C(O)/C=C/C(=O)Nc1ccc(Oc2ccccc2)cc1	-14	0%	3%	-4%	-7	-1%	1%	10	-3%	8
14	C=CCSc1nc(C)cc2c1C(=O)OC2	8	6%	0%	6%	31	10%	-1%	-6	-14%	2
15	COC(=O)c1ccc(N2CCOCC2)c(NC(=O)c2ccc3c(c2)OCCO3)c1	0	4%	1%	1%	-7	2%	4%	-5	-6%	2

Next part.
cpd	compound	KCNH2 3.1 block	Eya2 inh	USP2a inh	TCR activator	TSHR antag	Mito fusion act	A-T KAP1 phos	KCNH2 WT inh	ELG1 repair inh	TRPV1 ag
16	N#CCC(=O)N/N=C/c1ccc(N2N=C(c3ccccc3)CC2c2ccccc2)cc1 (stereo not drawn)	5	3%	4%	1%	-1	7%	32µM*	-1	?	-1
17	CCOC(=O)c1[nH]c(C)c(/C(O)=C2\C(=O)C(=O)N(CCN(C)C)C2c2ccncc2)c1C (stereo not drawn)	4	0%	1%	19%	-6	-5%	-4%	0	21%	2
18	Cc1nc2c3cnn(-c4ccccc4)c3ncn2n1	3	1%	-2%	5%	-13	-1%	1%	6	?	8
19	CCN(CC)C(=O)CC(c1ccc2c(c1)OCO2)c1c(OC)cc(OC)c2ccc(=O)oc12 (stereo not drawn)	·	-4%	16%	-1%	-5	19%	-16%	·	2%	8
20	Cc1cc(C)n(C(=O)CNC(=O)c2cccc(Cl)c2)n1	5	10%	0%	3%	3	5%	-7%	-12	13%	-1
21	COc1ccc(-c2cc3nc(C)c(CCC(=O)NCc4ccc(F)cc4)c(C)n3n2)c(OC)c1	-14	3%	0%	1%	-12	-23%	5%	-3	26µM*	?
22	COc1ccc(-c2c(C#Cc3ccsc3)c3cc(-c4ccc(CN5CCOCC5)cc4)ccc3n2C)cc1	-9	12%	5%	0%	0	·	8%	-2	15%	·
23	CN(CCO)c1ccc(C=NNc2ccc([N+](=O)[O-])cc2S(=O)(=O)Nc2ccccc2C(=O)O)cc1	3	-19%	-5%	-2%	13	·	-7%	5	8%	·
24	COc1ccc(C(=O)NC2CC(C)(C)Cc3occc32)cc1 (stereo not drawn)	-6	-9%	2%	-10%[46.1 µM]	27	0%	-1%	-22	-1%	-8
25	O=C(O)c1cc(-c2ccc(/C=C3\NC(=O)N(c4ccc(Cl)cc4)C3=O)o2)ccc1Cl	-11	-4%	4%	-10%	-5	5%	-2%	1	6%	1
26	CC(=O)Nc1ccc2c3c(cccc13)C(=O)N(c1ccccc1)C2=O	11	-18%	3%	-3%	-5	2%	3%	5	6%	-3
27	Cc1ccccc1OCC(=O)Nc1ccccc1CO	6	-2%	-1%	-1%	-6	0%	-8%	-1	21%	6
28	N#Cc1c(-c2ccc(Cl)cc2)cc(-c2ccccc2)nc1SCC(=O)O	-2	7%	3%	-2%	-11	0%	-8%	-6	-15%	1
29	CC(OC(=O)c1nsc(Cl)c1Cl)C(=O)NCCc1ccccc1 (stereo not drawn)	1	?	0%	3%	0	-3%	-12%	-9	11%	9
30	CCOc1ccc(S(=O)(=O)N2CCCC(C(=O)N3CCCC3)C2)cc1 (stereo not drawn)	-11	-1%	5%	7%	8	7%	9%	0	0%	2

(more compounds)
cpd	compound	KCNH2 3.1 block	Eya2 inh	USP2a inh	TCR activator	TSHR antag	Mito fusion act	A-T KAP1 phos	KCNH2 WT inh	ELG1 repair inh	TRPV1 ag
31	CCCCc1cc(=O)oc2cc(C)cc(OCC(=O)O)c12	-1	5%	1%	-1%	-1	3%	-4%	22	-4%	0
32	NC(=O)c1ccsc1NC(=O)CSc1nnc(Nc2ccccc2)s1	-6	-16%	1%	5%	8	0%	7%	·	?	17
33	Brc1ccccc1-c1nc(-c2ccccc2)no1	·	10%	5%	·	-11	4%	9%	·	?	1
34	CCn1c(=O)cc(SCC(=O)N2CCN(C3CCCCC3)CC2)c2ccccc21	8	21%	-1%	2%	1	-4%	-1%	-21	?	-1
35	O=C(c1ccccc1)N1CCCCC(Cl)C1=O (stereo not drawn)	7	-6%	-2%	7%	-7	-6%	-11%	·	4%	-2
36	CC(C)=CCC[C@](C)(O)C1CC[C@]2(C)C1[C@H](O)CC1[C@@]3(C)CC[C@H](O[C@@H]4O[C@H](CO)[C@@H](O)[C@H](O)[C@H]4O[C@@H]4O[C@H](CO)[C@@H](O)[C@H](O)[C@H]4O)C(C)(C)C3CC[C@]12C (stereo partly drawn)	34	-5%	3%	9%	10	·	1%	-1	11%	·
37	COC(=O)C1CCN(C(=O)/C=C/c2ccc(OC)cc2)CC1	-1	-10%	0%	1%	-3	-1%	-1%	0	?	-5
38	COc1ccc(NC(=O)c2ocnc2C)cc1OC	-5	-3%	1%	-4%	2	0%	-5%	-1	?	-2
39	c1ccc(-c2noc(C3CCC3)n2)nc1	-7	-10%	0%	5%	-2	0%	10%	-4	?	-4
40	COc1cc(C(=O)Oc2ccccc2/C=N/NC(=O)c2ccc(Cl)cc2Cl)cc(OC)c1OC	3	12%	5%	0%	9	4%	1%	7	?	1
41	CCCCN1C(=O)C(=Nc2cccc3cnccc23)c2ccccc21	5	2%	1%	-5%	-6	0%	-3%	-14	0%	-1
42	O=C(/C=C/c1cccs1)NC(=S)Nc1ccccc1	7	-11%	-4%	-3%	3	4%	-3%	0	?	5
43	COc1cc(C(C)=O)ccc1OCC(O)CN1CCN(c2cc(C)cc(C)c2)CC1 (stereo not drawn)	-20	-2%	-6%	3%	7	2%	-4%	9	13µM*	5
44	Cc1cc2ncn(C3CC(=O)N(C)C3=O)c2cc1C (stereo not drawn)	-20	8%	0%	2%	-10	-2%	-7%	2	?	-2
45	O=C1CN(S(=O)(=O)c2ccc(F)cc2)CC(=O)N1CCc1ccccc1	·	-3%	1%	·	9	-1%	1%	·	0%	1
46	Cc1cccc(NC(=O)c2cc(-c3cc(Cl)ccc3O)n[nH]2)c1	-10	2%	-7%	-6%	-3	14%	-3%	-9	?	-2

A portion of the library (hit frequency here may not be typical).
